CHT allo act = human CHT allosteric activation | CHT-expressing cells, membrane potential dye, choline EC20; hits give high values; LV-AA mutant CHT in HEK293 cells | B-score at 10 µM | 0.49% of 310,000 active;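 active means initial fluorescence not abnormally high and integrated response B-score, plate-corrected, over 3 SD above library mean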
Target sequence (Q9GZV3 whole entry, looked up): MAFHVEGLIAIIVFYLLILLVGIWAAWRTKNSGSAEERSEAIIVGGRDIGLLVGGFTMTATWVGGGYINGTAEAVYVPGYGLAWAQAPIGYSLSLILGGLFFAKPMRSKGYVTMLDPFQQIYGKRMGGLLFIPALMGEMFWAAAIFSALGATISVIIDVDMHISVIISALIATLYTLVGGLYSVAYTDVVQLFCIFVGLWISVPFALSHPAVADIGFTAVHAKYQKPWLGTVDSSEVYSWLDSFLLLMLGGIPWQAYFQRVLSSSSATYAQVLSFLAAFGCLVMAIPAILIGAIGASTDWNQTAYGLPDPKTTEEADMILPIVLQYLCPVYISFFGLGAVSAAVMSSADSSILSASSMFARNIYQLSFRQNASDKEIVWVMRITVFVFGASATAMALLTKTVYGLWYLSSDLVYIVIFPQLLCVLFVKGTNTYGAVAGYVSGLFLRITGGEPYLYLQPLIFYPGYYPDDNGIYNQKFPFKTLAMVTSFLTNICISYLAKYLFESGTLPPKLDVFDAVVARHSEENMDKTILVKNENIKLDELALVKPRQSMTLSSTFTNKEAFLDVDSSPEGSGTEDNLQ
CHT block = inhibitors of human choline transporter CHT; CHT-expressing cells, membrane potential dye, choline response; hits give low values; B-score at 10 µM; 0.86% of 310,000 active;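 active means B-score over 3 SD under the library average, and starting fluorescence ratio not unusually high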;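 further: choline stimulus applied at its EC90 after an EC20 pre-addition; B-score computed on integrated fluorescence ratio after choline addition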
* = called active by the depositor; i = inactive.

Every second line gives: CHT allo act	CHT block
COc1ccc(C)cc1NC(=O)c1nnn(Cc2cccc(C(F)(F)F)c2)c1N
    i	i
COc1ccc(NC(=O)c2ccc3c(c2)S(=O)(=O)c2ccccc2C3=O)cc1
    i	i
CCOc1ccc(N(C)S(=O)(=O)c2cc(-c3cc(C)no3)ccc2CC)cc1
    i	i
CC(C)(C)n1nnnc1C(c1ccc(C#N)cc1)N1CCCC2(CCCCC2)C1 (stereo unspecified)
    i	i
Cc1ccc(C(=O)C(C)OC(=O)CCN=C2NS(=O)(=O)c3ccccc32)cc1 (stereo unspecified)
    i	i
CC(=O)Cn1c(=O)c2c(nc3n2CCCN3Cc2ccccc2)n(C)c1=O
    i	i
COc1ccc(Cn2nnnc2C(c2cccs2)N2CCSCC2)cc1 (stereo unspecified)
    i	i
COc1nc(C#N)nc(N(C)C)n1
    i	i
Cc1c(NC(=O)CN2C(=O)c3ccccc3S2(=O)=O)c(=O)n(-c2ccccc2)n1C
    i	i
COc1ccccc1OCCOCCOc1ccccc1Cl
    i	i
COC(=O)CCC(=O)Nc1cccc2c(NC(=O)CCC(=O)OC)cccc12
    i	i
c1ccc(CSc2nnnn2-c2ccccc2)cc1
    i	i
COc1ccc(S(=O)(=O)N2CCCCCC2)cc1C(=O)N(C)Cc1ccco1
    i	i
O=C1NC(=O)C2(COC3(CCCC3)OC2)S1
    i	i
CCOC(=O)c1ccc(NC(=O)NCc2ccccc2)cc1
    i	i
COc1ccc([C@@H]2CC=C(C(=O)O)[C@H](c3cccc(Cl)c3)N2S(=O)(=O)c2ccc(Cl)cc2)cc1
    i	i
O=C(O)CSC1c2ccccc2C(=O)N1c1ccccc1 (stereo unspecified)
    i	i
Cc1ccc(C(NC(=O)N2CCN(C)CC2)C(Cl)Cl)cc1F (stereo unspecified)
    i	i
COc1ccc(N2CCN(C(=O)CN(c3ccccc3)S(=O)(=O)c3ccc(OC)cc3)CC2)cc1
    i	i
COc1ccc(N)c2c1OCCC2=O
    i	i
[N-]=[N+]=NC[C@H](Cc1ccccc1)N1CCN(Cc2ccccc2)CCC1=O
    i	i
Cc1ccc(S(=O)(=O)c2c(N)n(/N=C/c3ccco3)c3nc4ccccc4nc23)cc1
    i	i
COc1ccc(NC(=O)C2CCCN(c3nc(C)cc(C)n3)C2)cc1 (stereo unspecified)
    i	i
CC1C(=O)NN=C1C(=O)N/N=C/c1cccs1 (stereo unspecified)
    i	i
COc1ccc(-n2cnnc2SCc2cnc(-c3ccccc3)s2)cc1
    i	i
CCOC(=O)C1CCCN(C(=O)C2CC(=O)N(c3ccc(C)cc3)C2)C1 (stereo unspecified)
    i	i
O=S(=O)(c1ccccc1F)N1CCCc2ccccc21
    i	i
CC1(CCc2ccccc2)NC(=O)N(CC(=O)N2CCCCCC2)C1=O (stereo unspecified)
    i	i
CC1=C([N+](=O)[O-])C(c2ccccc2)NC(=O)N1 (stereo unspecified)
    i	i
O=C(c1cc(-c2ccccc2)n[nH]1)N1CCN(S(=O)(=O)c2ccccc2)CC1
    i	i

Profiles, quoted from the list.
COc1ccc(-n2cnnc2SCc2cnc(-c3ccccc3)s2)cc1 reads CHT allo act: i; CHT block: i
COc1ccc(N)c2c1OCCC2=O reads CHT allo act: i; CHT block: i

Later entries
Every second line gives: CHT allo act	CHT block
COc1ccc(CCNC(=O)c2ccc(CS(=O)(=O)c3ccc(Br)cc3)o2)cc1OC
    i	i
CNC(C)C#Cc1ccc2c(=O)c3ccccc3oc2c1 (stereo unspecified)
    i	i
O=Cc1ccc(-c2ccc(F)cc2)o1
    i	i
O=C(c1ccc(Cl)c(Cl)c1)N1CCC(=O)N(C(COCc2cccc(C(F)(F)F)c2)Cc2ccccc2)CC1 (stereo unspecified)
    i	i
CCOC(=O)c1cnc(SCC(=O)c2ccc(C)cc2)nc1N
    i	i
COc1ccc(N(CC(=O)NCc2ccc(Cl)cc2)S(=O)(=O)c2ccccc2[N+](=O)[O-])c(OC)c1
    i	i
O=C(Nc1c2c(nn1-c1ccc(F)cc1)CS(=O)C2)C12CC3CC(CC(C3)C1)C2 (stereo unspecified)
    i	i
Cc1ccc(-n2c(SCC(=O)N/N=C/c3ccccc3OCC(=O)O)nc3ccccc3c2=O)cc1
    i	i
COc1ccc(C2(CCN)CC(C)N(C)CC2C)cc1 (stereo unspecified)
    i	i
COC(=O)c1ccc(NC(=O)CC2C(=O)N(c3ccc(C)cc3)C(=O)N2CC(C)C)cc1 (stereo unspecified)
    i	i
O=C(Nc1ccc(Oc2cccnc2)cc1)c1ccccc1Cl
    i	i
S=c1[nH]nc(Nc2ccc(Cl)cc2)s1
    i	i
COc1ccccc1OCC(=O)NN=C(Cc1ccccc1)Cc1ccccc1
    i	i
Cc1oc2c(c1C(=O)N1CCOCC1)C(=O)c1ccccc1C2=O
    i	i
CCC(=O)c1ccc(N2CCN(C(=O)c3ccccc3)CC2)c(F)c1
    i	i
CCOc1ccnc(OCC)c1Br
    i	i
Cn1ncc2c(NNC(=O)c3ccc(Cl)cc3Cl)ncnc21
    i	i
COc1cc(NC(=O)c2ccccc2F)ccc1NC(=O)c1cc2ccccc2o1
    i	i
CC(=O)Nc1cccc(S(N)(=O)=O)c1C
    i	i
CSc1ccccc1NC(=S)N/N=C/c1cccn1Cc1cccc(C)c1
    i	i
CCC1CCCCN1CCNC(=O)CNS(=O)(=O)c1ccc2nc(C)sc2c1 (stereo unspecified)
    i	i
CN(C)S(=O)(=O)c1ccc(C(=O)OCC(=O)Nc2ccccc2OC(F)F)cc1
    i	i
CCCN1CCN(CC(=O)Nc2nc3ccccc3s2)CC1
    i	i
COc1cc(-c2noc(-c3ccccc3C(=O)NCc3ccco3)n2)cc(OC)c1OC
    i	i
O=C(OCc1csc(-c2ccccc2)n1)c1cccs1
    i	i
Cc1nc2ccc(NC(=O)c3ccc(Cl)c([N+](=O)[O-])c3)cc2s1
    i	i
COc1ccc2[nH]c(=O)c(CN(C(C)=O)c3cccc(C)c3)cc2c1
    i	i
COC(=O)C1=C(C)N(C)C(=O)NC1c1c(O)ccc2ccccc12 (stereo unspecified)
    i	i
CSCC[C@H](NC(=O)NCc1cccs1)C(=O)O
    i	i
c1ccc(/N=C2\N=C(Nc3ccccn3)c3ccccc32)nc1
    i	i
CCc1ccc(NC(=O)CCNS(=O)(=O)c2cccs2)cc1
    i	i
CC(=O)c1cc(NC(=O)c2ccc(C)cc2)c(=O)oc1/C=C/N(C)C
    i	i
O=C(O)C1C2C=CC(C2)C1C(=O)NCCC1=CCCCC1 (stereo unspecified)
    i	i
O=S1(=O)CCOC[C@H](c2ccccc2)N1Cc1ccccc1F
    i	i
Cc1ccc(C)c(NC(=O)Cn2nc([N+](=O)[O-])c(Br)c2C)c1
    i	i
Cn1c(=O)c(=O)n(C)c2cc(N3CCCC3)c(NS(=O)(=O)c3ccc(F)cc3)cc21
    i	i
Cc1cccc(NNC(=S)Nc2c(C)cccc2C)c1
    i	i
CCc1cc2c(=O)c(-c3cnn(-c4ccccc4)c3)c(C)oc2c(CN2CCCCC2)c1O
    i	i
CCCC(C(=O)NC1CCCC1)N(C(=O)Cn1nnc(-c2ccc(C)o2)n1)C1CCCC1 (stereo unspecified)
    i	i
CCc1nn2c(=O)c(S(=O)(=O)Nc3cccc(F)c3)c(C)nc2s1
    i	i
COc1ccc(N2CCN(CC(=O)NCc3ccccc3)CC2)cc1
    i	i
CCOc1ccc(-c2nc(CSCC(=O)NC3CCCc4ccccc43)c(C)o2)cc1 (stereo unspecified)
    i	i
N#Cc1ccc(CSc2nnc(-c3ccncc3)n2CCc2ccccc2)cc1
    i	i
COc1ccc(OCc2cc(C(=O)N(C)Cc3cnccn3)no2)c(Cl)c1
    i	i
N#Cc1ccc(OCC(=O)Nc2cc(S(=O)(=O)N3CCCCC3)ccc2N2CCCCC2)cc1
    i	i
CCNC(=S)NNC(=O)c1cc(C2CC2)nc2ccccc12
    i	i
C=CCn1c(SCC(=O)NC2CCCCC2)nnc1-c1sc(N)nc1C
    i	i
CCN1CCN(c2cc3c(cc2F)c(=O)c(S(=O)(=O)c2ccccc2)cn3C)CC1
    8.4*	i
O=C(COc1ccc(F)cc1)Nc1ccccc1N1CCOCC1
    i	i
COc1ccc2[nH]cc(C(=O)CN(C)CCc3ccc(OC)c(OC)c3)c2c1
    i	i
COC(=O)c1cc(S(=O)(=O)NCc2cccc(Br)c2)c[nH]1
    i	i
O=C(Nc1ccc2ccccc2c1)/C(=C\c1ccc2c(c1)OCO2)NC(=O)c1ccco1
    i	i
O=C1N[C@@H](Cc2ccccc2)C(=O)N2[C@@H]1C[C@@]1(Br)c3ccccc3N(S(=O)(=O)c3ccccc3)[C@@H]21
    i	i
CC(C)c1ccc(O)c(NC(=O)c2cccnc2)c1
    i	i
COc1ccc(-c2cc(=O)oc3c(C)c(OC(C)C(C)=O)ccc23)cc1 (stereo unspecified)
    i	i
COc1ccccc1NC(=O)Cn1c2ccc(F)cc2c2nc3n(c(=O)c21)CCS3
    i	i
COc1ccc(C2NC(C(=O)O)Cc3c2[nH]c2ccccc32)cc1CN1CCN(c2ccc(F)cc2)CC1 (stereo unspecified)
    i	i
C=CCN(c1ccccc1Cl)S(=O)(=O)c1cccc(C(=O)NCCc2ccc(OC)cc2)c1
    i	i
C=CCNC(=O)C1CC1(c1ccccc1)c1ccccc1 (stereo unspecified)
    i	i
Fc1ccc(C(c2ccc(F)cc2)N2CCN(C/C=C/c3ccccc3)CC2)cc1
    i	i

Carrying on.
Every second line gives: CHT allo act	CHT block
CC(C)c1ccc(NC(=O)c2cnn(-c3ccccc3)c2NC(=O)c2ccco2)cc1
    i	i
COc1ccccc1N1CCN(C(c2cccs2)C(C)NC(=O)c2cccnc2)CC1 (stereo unspecified)
    i	i
CS(=O)(=O)N1N=C(c2ccccc2)CC1c1cccs1 (stereo unspecified)
    i	i
CCN(CC)C(=O)CSc1nnc(-c2ccc(S(=O)(=O)N3CCOCC3)cc2)n1C
    i	i
CCOc1ccc(S(=O)(=O)N2CCCC(C(=O)NCc3ccccn3)C2)cc1 (stereo unspecified)
    i	i
CN(C)c1ccc(/C=C/C(=O)c2ccc(C(C)(C)C)cc2)cc1[N+](=O)[O-]
    i	i
Cc1sc(=NC(=O)c2ccco2)n(C)c1-c1ccc(Cl)cc1
    i	i
CC(=O)CSc1nnc(C(F)(F)F)n1C
    i	i
C/C(CC(=O)Nc1cccc2c1CCCC2)=N\NC(=O)c1cccc2ccccc12
    i	i
NC(=O)c1ccc(Cn2c(C(=O)c3cc(Cl)c(N)c(Cl)c3)c3ccccc3[n+]2[O-])cc1
    i	i
Cc1ccc(S(=O)(=O)NCC(c2ccco2)N2CCc3ccccc3C2)cc1 (stereo unspecified)
    i	i
O=C(O)c1ccccc1Nc1ccnc(Cl)n1
    i	i
O=C(c1ccc(N2CCCCC2)c([N+](=O)[O-])c1)N1CCN(S(=O)(=O)c2ccccc2)CC1
    i	i
CCOC(=O)N1N=C(C)CC1(O)c1ccccc1 (stereo unspecified)
    i	i
O=C(COc1ccc(S(=O)(=O)NC2CCCCC2)cc1)NCc1cccnc1
    i	i
Cc1c(C(=O)Nc2ccc(Cl)cc2)c2ccccn2c1C(=O)c1ccc(F)cc1
    i	i
Cc1nn(-c2ccccc2)c(C)c1P(=O)(c1ccccc1)N(C)C (stereo unspecified)
    i	i
Cc1ccccc1CS(=O)(=O)Cc1ccc(C(=O)NCc2ccccn2)o1
    i	i
Cc1cccc(-c2nc3ccccc3c(=O)n2NC(=O)c2ccc([N+](=O)[O-])c(C)c2)c1
    i	i
NS(=O)(=O)c1cccnc1Nc1c(Cl)cccc1Cl
    i	i
CC(C)C(=O)Nc1cc(S(=O)(=O)Nc2cccc(Cl)c2)ccc1Cl
    i	i
Cc1c(N2C(=O)CS/C2=N\N=C\c2ccc(Br)cc2)c(=O)n(-c2ccccc2)n1C
    i	i
COc1ccc(C(=O)NCc2nnc(SCC(=O)N3CCc4ccccc43)n2Cc2ccccc2)cc1
    i	i
Cc1c(C(=O)N2CC[C@@H](N3CCC(O)CC3)[C@H](O)C2)[nH]c2ccc(Cl)cc12
    i	i
N#C/C(=C\c1cccs1)C(=O)N1CCOCC1
    i	i
O=C(NNC1OC(CO)C(O)C(O)C1O)c1cccc(Br)c1 (stereo unspecified)
    i	i
O=C(Nc1ccc(C(=O)N2CCCCC2)cc1)c1ccccc1Br
    i	i
Cc1cc2cc(CN(Cc3ccco3)C(=S)NCC3CCCO3)c(=O)[nH]c2cc1C (stereo unspecified)
    i	i
COC(=O)c1ccc(/C=N/NC(=O)CC(=O)NC(C)C)cc1
    i	i
COc1ccc(-c2[nH]nc3oc(=O)cc(C)c23)cc1
    i	i
O=C1COc2ccc(C(=O)CCl)cc2N1
    i	i
CC(=O)NC1C(Oc2ccccc2C)OC(CO)C(O)C1O (stereo unspecified)
    i	i
Cc1ccccc1NC(=O)C(C)OC(=O)CNS(=O)(=O)c1ccc(C#N)cc1 (stereo unspecified)
    i	i
Cc1ccc(S(=O)(=O)Nc2cc(C)cn(Cc3ccccc3)c2=O)cc1
    i	i

Grouped by structure: the entries above with a CF3 group (3)
Every second line gives: CHT allo act	CHT block
COc1ccc(C)cc1NC(=O)c1nnn(Cc2cccc(C(F)(F)F)c2)c1N
    i	i
O=C(c1ccc(Cl)c(Cl)c1)N1CCC(=O)N(C(COCc2cccc(C(F)(F)F)c2)Cc2ccccc2)CC1 (stereo unspecified)
    i	i
CC(=O)CSc1nnc(C(F)(F)F)n1C
    i	i

Source: PubChem

Compounds were not picked by outcome. About 1.5% of those tested had a hit in this group.
